V-ATPase pH: yeast V-ATPase proton transport regulation by pHLuorin | 350,000 compounds, 0.37% hits | S. cerevisiae, pHLuorin cytosolic pH fluorescence | response, % at 10 µM; in the data active = response mostly above about 7.3%, no sharp cut-off; inactive = mostly below about 5.4%; note: actives read high; inactives centre near 0; some compounds called inactive have numbers as strong as hits
NSD2 HMT inh: inhibitors of human histone methyltransferase NSD2; NSD2 peptide methylation, AlphaScreen, 120 min; inhibition, % at 12.5 µM; 310,000 compounds, 0.54% hits; O96028; AID 743445; in the data active = inhibition above about 50%
CAL PDZ FP-1: inhibitors of human CAL PDZ peptide binding; purified CAL PDZ, TMR-peptide fluorescence polarization, 1 h; inhibition, % at 24.9 µM; 300,000 compounds, 0.92% hits; AID 602252;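 active = mean inhibition of at least 30% with at least half of replicates also reaching 30%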;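 note: 0% = DMSO neutral control and 100% = excess unlabeled competitor peptide PRC23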
Arrestin-AP2 inh: blocks beta-arrestin peptide binding to AP2 adaptin; FITC-arrestin peptide / GST-AP2 beads, flow cytometry; AP2 beta2 appendage carries R879A mutation; inhibition, % at 10 µM; 340,000 compounds, 0.31% hits;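 active = inhibition above a set limit, near 3 SD of compounds lacking own fluorescence, cut at about 54% in these data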;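 note: plate controls were DMSO wells for no effect and 5 µM unlabelled arrestin peptide for full effect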
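System: GST-tagged AP2 beta2-adaptin appendage (R879A) on 4 µm glutathione beads / Reagent: FITC-arrestin peptide, 50 nM / Detection: HyperCyt-sampled flow cytometry, FL1 channel, ex 488/em 535 nm / Timing: 12 min plus 1 h, RT / Buffer or medium: PBS plus Tween 20 (0.05%) and BSA (0.1%)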
CAL PDZ FP-2: blocks peptide binding to human CAL PDZ domain. 330,000 compounds, 0.02% hits. inhibition, % at 20 µM. Q9HD26. purified CAL PDZ, TMR-peptide fluorescence polarization, 1 h. AID 504414;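 active = highest replicate inhibition of at least 40%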;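 note: plate controls were DMSO neutral control wells for no effect and unlabeled competitor peptide control wells for full effect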
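Test system: purified CerCALP PDZ construct; Compound dosing: one concentration, 20 µM compound; Also added: TMR-labelled reporter peptide T*-PRC34 bound in PDZ groove; Read-out: inhibition from polarization loss; Controls: unlabelled peptide and DMSO controls; Signal: FP readout, S and P plane fluorescence; Incubation: 1 h at RT.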
Keap1 Nrf2 FP: disrupts human Keap1 binding to Nrf2 peptide. Q14145. Keap1 Kelch-Nrf2 peptide fluorescence polarization, 1536-well. inhibition, % at 9.4 µM. 340,000 compounds, 0.15% hits. AID 504523; in the data active = inhibition above about 12%;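 note: human Keap1 Kelch domain with fluorescein labeled Nrf2 9mer peptide probe; 0% = neutral control wells and 100% = peptide positive control; higher means more block of Keap1 binding to Nrf2 peptide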
Pemphigus Ab inh: blocks pemphigus antibody binding to human desmoglein-3 | AID 588358 | DSG3-coupled beads, scFv-anti-DSG3-GFP binding, flow cytometry; stronger effect = lower value | binding (percent of control), % at 10 µM | 310,000 compounds, 0.48% hits;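 active = binding more than 3 SD below its plate's average and above zero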; note: some compounds called inactive have numbers as strong as hits
C-LANA FP: blocks KSHV LANA C-terminal domain binding to DNA; MBP-C-LANA/FAM-LBS DNA binding, fluorescence polarization; inhibition, % at 9 µM; 340,000 compounds, 0.078% hits; AID 504423;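 active = highest replicate inhibition at or above 60% at 9 µM, even if other replicates fall short; inactive = all replicates below 60% inhibition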;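 note: 0% = neutral control wells and 100% = 4 µM acridine orange control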
RTF Ca sens inh: cardiac RTF calcium desensitization; P19429+P45379; IANBD-labeled cardiac RTF, Ca2+ fluorescence; inhibition, % at 7.15 µM; 340,000 compounds, 0.12% hits; AID 493244;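 active = inhibition above the mean inhibition of all tested compounds plus 3 SD, cut at about 17% in these data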;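 note: assay run at fixed EC70 calcium of 1.6 mM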
DAGLB inhibitor: blocks human DAGLB lipase activity | HEK293T DAGLB membrane lysate, EnzChek fluorogenic substrate | inhibition, % at 5.17 µM | 340,000 compounds, 0.059% hits | AID 504411; in the data active = inhibition above about 34%;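 note: 0% = enzyme with vehicle and 100% = wells lacking enzyme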
Numbers without * were called inactive; . = no result given.

Below each SMILES: V-ATPase pH, NSD2 HMT inh, CAL PDZ FP-1, Arrestin-AP2 inh, CAL PDZ FP-2, Keap1 Nrf2 FP, Pemphigus Ab inh, C-LANA FP, RTF Ca sens inh, DAGLB inhibitor
> CS(=O)(=O)N(CC(=O)N1CCc2ccccc2C1)Cc1ccccc1
→ -1, -1, 11, 11, 0.0, 1, 95, -1.2, -2, -2
> NS(=O)(=O)c1cccc(NC(=O)CCN2C(=O)C3CCCCC3C2=O)c1 (stereo not given)
→ 2, 6, ., 2, -0.4, 2, 98, -0.2, 1, 1
> COCCN=c1scc(C)n1/N=C/C1CC2C=CC1C2 (stereo not given)
→ -1, 0, 5, -5, -2.6, -3, 100, -1.8, -6, 0
> Cc1cccc(CCNC(=O)CCS(=O)(=O)c2cc3c(cc2C)NC(=O)CO3)c1
→ 10, ., ., 2, -1.0, -7, 100, -1.2, -8, 1
> CCc1ccc(/C=C2/Sc3ccccc3N(CC(=O)NCC3CCCO3)C2=O)cc1 (stereo not given)
→ -5, -2, -3, -2, -3.0, -3, ., -1.9, -5, -3
> COC(=O)c1ccc(OCC(=O)c2ccccc2)cc1
→ 4, -1, 8, 9, ., -1, 93, -0.7, 3, -7
> CCCn1nc(NC(C)=O)c2cc3cccc(C)c3nc21
→ 2, -2, -2, -9, 0.6, 6, 102, -0.6, -3, 0
> CC(C)=CCCC(C)=CCN1C(=O)CN(C)C1=O
→ -2, -6, ., ., ., ., 106, ., ., -7
> O=C(O)c1ccc(N2C(=O)c3cccc4cccc(c34)C2=O)cc1
→ 0, -2, -7, 39, -1.6, -3, 108, -1.2, 1, 2
> CCn1c(SCC(=O)c2ccccc2)nnc1-c1cc2cc(Br)ccc2o1
→ -3, -1, ., -1, 0.7, 2, 101, 2.4, 1, -1
> Cc1ccc(-c2nnc(-c3ccc(NC(=O)c4cccs4)cc3)o2)cc1
→ 1, 0, -4, 4, -2.9, -2, 96, -1.3, -6, 1
> c1ccc(Nc2ncnc3sc4c(c23)CCC4)cc1
→ ., -2, -3, -1, 1.2, 1, 103, -2.7, -5, 0
> CC(C)[C@H](NC(=O)[C@@H]1Cc2c([nH]c3ccccc23)C2c3ccccc3C(=O)N21)C(=O)NCC1CCCO1 (stereo not given in full)
→ -1, ., 1, 5, -0.9, -4, 107, 0.7, -3, 1
> Cc1ccc(Cl)cc1N1CCN(C(=O)Cc2ccc(-n3c(=O)[nH]c4ccsc4c3=O)cc2)CC1
→ 2, 3, -6, 9, -1.0, -7, 102, 0.0, 0, 3
> O=C1CCCN1CCC(=O)N1CCCC(Nc2ccc(F)cc2)C1 (stereo not given)
→ 5, 0, -7, -3, -2.6, 2, 105, 0.6, -12, 1
> COCC(C)NC(=O)c1ccccc1OC(C)=O (stereo not given)
→ -3, ., 0, 19, 0.2, 4, ., 1.0, -2, -1
> CCOC(=O)N1CCN(C(=O)Nc2ccc3nc(-c4ccccn4)c(-c4ccccn4)nc3c2)CC1
→ -1, 0, -6, -1, -2.9, -3, 100, 1.8, 2, -3
> O=C(CSc1c2c(nc3ccc(Cl)cc13)CCCC2)N1CCN(C(=O)c2ccco2)CC1
→ -2, 1, -1, -4, -0.3, -82, 94, 3.3, -21, -3
> S=c1[nH]nc(Cc2ccccc2)n1-c1cccc2ccccc12
→ -3, -4, 0, -2, -3.2, -1, 107, 1.1, 6, 2
> Clc1ccc(-n2ncc3c(NCCCn4ccnc4)ncnc32)cc1
→ 4, 0, 1, -4, -5.1, -4, ., -0.2, -2, 2
> COc1ccc(C2/C(=C(\O)c3ccc4c(c3)OCCO4)C(=O)C(=O)N2Cc2ccco2)c(OC)c1 (stereo not given)
→ 2, 15, -1, -7, -2.0, 0, 105, -0.5, -16, -3
> CSc1ccccc1C(=O)NCC(c1ccco1)N1CCCCC1 (stereo not given)
→ 2, -2, -1, -1, -0.3, -1, 108, -0.2, -5, -1
> O=C(O)Cn1cc2c(n1)CCCC2
→ -2, -1, 0, -2, -1.8, 0, 108, -1.3, -9, 3
> Cc1oc(-c2ccccc2)nc1C(=O)O
→ 4, 3, 1, 10, ., -1, 101, -0.9, -1, 0
> COc1ccc(C(C)C)cc1S(=O)(=O)N1CCN(c2ccccc2)CC1
→ -2, -1, 3, -12, -2.6, -3, 101, -0.2, -13, -2
> COCCn1c(=NC(=O)CCS(=O)(=O)c2ccccc2)sc2ccccc21
→ -1, -3, -3, 1, -1.7, -1, 99, -1.4, -11, -2
> COc1cccc(NC(=O)c2ccncc2)c1
→ 0, -3, -2, 0, ., -9, 89, 0.5, -5, 1
> O=C(CN1C(=O)NC(Cc2c[nH]c3ccccc23)C1=O)NCC(F)(F)F (stereo not given)
→ 0, 0, 0, 31, 0.0, 5, 102, -1.1, -7, -2
> CCCCCC(=O)Nc1cccc(S(=O)(=O)NC2=NCCC2)c1
→ 0, 0, ., -12, 0.5, 3, 103, -1.9, -4, 1
> CCOc1cc(C(=O)NC)cc(Br)c1OCc1ccccc1
→ 1, 1, -4, -4, -0.6, -7, ., 1.4, 2, 0

Continuation.
Below each SMILES: V-ATPase pH, NSD2 HMT inh, CAL PDZ FP-1, Arrestin-AP2 inh, CAL PDZ FP-2, Keap1 Nrf2 FP, Pemphigus Ab inh, C-LANA FP, RTF Ca sens inh, DAGLB inhibitor
> Cc1cc(N/N=C/c2ccc(O)cc2O)nc(-n2nc(C)cc2C)n1
→ 3, 6, 10, 27, 0.0, 1, 93, -0.7, 2, 8
> Cn1cccc1Cc1nnc(SCC(=O)Nc2ccc(F)cc2)n1CCc1ccccc1
→ 3, ., ., 21, 0.5, -2, 106, -2.9, -11, -2
> Cc1ccccc1C(=O)OCC(=O)N(C)c1c(N)n(Cc2ccccc2)c(=O)[nH]c1=O
→ 3, -2, -5, -12, -3.0, -1, 103, 1.2, -18, 2
> COc1ccc(C)cc1NCc1ccc(OC)c(C)c1OC
→ 0, 80*, -1, 9, 0.5, 1, 102, -0.1, 3, -6
> NNC(=O)Cc1cccc2ccc(Cl)cc12
→ 4, -1, ., ., ., ., 104, ., ., -3
> COC(=O)NC1CCC(NC(=O)OC)CC1 (stereo not given)
→ -3, -2, -2, 32, 0.0, -2, 102, -2.1, -7, -1
> CC(C)CCN1C(=O)c2ccc(C(=O)N3CCCCC3)cc2C1=O
→ -1, -1, -5, 6, -1.4, 3, 111, 0.8, -1, -1
> CC1CCCN(C(=O)CSc2n[nH]c(-c3cccs3)n2)C1 (stereo not given)
→ 3, -3, -21, 2, -2.3, 1, 102, -1.3, -6, -1
> O=C(NNc1nc(-c2ccc(F)cc2)cs1)c1ccccc1
→ 3, 0, -3, 5, -0.7, -8, 102, 0.3, -10, -1
> Cc1ccc(-c2nn3c(=O)c(C)nnc3s2)cc1
→ 3, -9, -2, -15, -2.0, 0, 123, 0.7, -11, 3
> CN(CC#CC1(O)c2ccccc2-c2ccccc21)Cc1ccccc1
→ 12, 11, -3, 10, -1.7, -1, 115, 0.5, -18, -5
> O=C1C2C3C=CC(O3)C2C(=O)N1N=Cc1ccc2c(c1)OCO2 (stereo not given)
→ 2, -10, 0, 9, 1.0, -3, 113, -0.1, -3, -3
> CC(C(=O)N1CCc2ccccc21)n1cnc2c1c(=O)n(C)c(=O)n2C (stereo not given)
→ -1, -2, 0, -3, 0.2, -3, 108, 0.2, 0, -1
> CCCCNC(=O)CCC(=O)Nc1ccc2nc(N3CCOCC3)cc(C)c2c1
→ -2, 5, -3, -6, 0.0, 1, ., 0.1, -2, 0
> CSc1cccc(NS(=O)(=O)c2ccc3c(c2)CCN3C(C)=O)c1
→ -1, -1, -2, -6, -2.0, 3, 89, 0.1, 0, -4
> COc1ccc(OC)c(NC(=O)CCN2CC(C)CC(C)C2)c1 (stereo not given)
→ 8, ., ., 10, 0.1, -5, 109, 0.1, -13, 2
> COc1ccc(S(=O)(=O)NCc2ccccn2)cc1NC(=O)c1ccccc1C
→ -1, -1, 0, 44, -1.1, -1, 96, -2.1, -2, 2
> O=C1c2cccc3cccc(c23)N1Cc1ccc(F)cc1
→ 2, -20, -1, -3, -3.7, 2, 104, 0.5, -1, -2
> Cc1cc(C(=O)OCC(=O)N2C(C)CCCC2C)c2ccccc2n1 (stereo not given)
→ 1, -4, -1, 5, 0.2, -2, 126, 1.4, 0, 2
> Cc1noc(NS(=O)(=O)c2ccc(N/C=C\C(=O)c3ccncc3)cc2)c1C
→ -2, 1, -1, 1, -2.8, -5, 102, -0.3, -2, 0
> COCc1nc2oc3ccc(F)cc3c(=O)c2cc1C(=O)OC
→ -2, -2, -1, -4, -1.4, 4, 101, 0.1, 1, -1
> CCc1nnc(NS(=O)(=O)c2ccc(N=CC3=C(O)CC(C)(C)CC3=O)cc2)s1
→ 2, 0, -2, 15, -3.0, -3, 93, 0.0, -3, -1
> COc1ccc(Cn2nnnc2CN2CCc3ccccc3C2)cc1
→ -3, -1, -6, -17, -2.0, -5, 105, -0.4, 0, 2
> COc1ccc2c(c1)c1ncn(CCN3CCNCC3)c(=O)c1n2C
→ 1, 2, -2, 13, -2.4, -6, ., -1.8, 2, 4
> O=C(CCCN1C(=O)c2ccccc2C1=O)Nc1cccc(S(=O)(=O)NC2=NCCC2)c1
→ 0, 1, -2, -1, -1.7, -2, 99, 0.3, 9, 0
> COc1cc(/C=C(\C#N)C(=O)NCC2CCCO2)ccc1OC(C)C (stereo not given)
→ -3, -1, 2, -8, -1.0, -1, 98, -2.0, -4, 0

Filtered by structure, those above with bromine.
Below each SMILES: V-ATPase pH, NSD2 HMT inh, CAL PDZ FP-1, Arrestin-AP2 inh, CAL PDZ FP-2, Keap1 Nrf2 FP, Pemphigus Ab inh, C-LANA FP, RTF Ca sens inh, DAGLB inhibitor
> CCn1c(SCC(=O)c2ccccc2)nnc1-c1cc2cc(Br)ccc2o1
→ -3, -1, ., -1, 0.7, 2, 101, 2.4, 1, -1
> CCOc1cc(C(=O)NC)cc(Br)c1OCc1ccccc1
→ 1, 1, -4, -4, -0.6, -7, ., 1.4, 2, 0

The list is partial (hit frequency here may not be typical).
